Bioassay records (PubChem BioAssay)
LDHA inh – blocks human lactate dehydrogenase A | AID 1347041 | purified LDHA, NADH/diaphorase-resazurin fluorescence; hits give low values | P00338 | 0.15% of 480,000 active | activity change, % (values are at about 110 or 230 µM); in the data active = activity change below about -30%; inconclusive = mostly about -25% to -30%;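 note: plate controls were DMSO wells for no effect and wells without enzyme for full effect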
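Human LDH5 (2 nM) was incubated with 0.06 mM NADH and 0.2 mM pyruvate for 5 min at room temperature in Tris pH 7.4. Remaining NADH was coupled through diaphorase/resazurin, and resorufin fluorescence was read at 0 and 20 min.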
BLM inh – inhibitors of human Bloom syndrome helicase BLM | Potency, µM (doses to about 56.1 µM), for inactives: top-dose activity change, negative = inhibition, most hits filed as inhibitors | P54132 | 0.2% of 350,000 active | AID 2528 | recombinant BLM DNA unwinding, fluorescence dequenching;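 note: potency is the fitted concentration of half-maximal effect; plate controls were vehicle for no effect and no enzyme for full effect; nearly all actives have a fitted effect of over 35% in size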
APEX1 inh – APE1 (human) endonuclease inhibition; P27695; 0.35% of 350,000 active; recombinant APE1, TAMRA/BHQ-2 abasic DNA cleavage fluorescence; Potency, µM (top dose mostly 65.8 µM), without a hit: at the highest dose activity change, negative = inhibition, usual class: inhibitors;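 note: potency is the fitted concentration of half-maximal effect; plate controls were vehicle for no effect and reference inhibitor for full effect; nearly all actives have a fitted effect of over 55% in size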
Target sequence (P27695 whole entry, looked up): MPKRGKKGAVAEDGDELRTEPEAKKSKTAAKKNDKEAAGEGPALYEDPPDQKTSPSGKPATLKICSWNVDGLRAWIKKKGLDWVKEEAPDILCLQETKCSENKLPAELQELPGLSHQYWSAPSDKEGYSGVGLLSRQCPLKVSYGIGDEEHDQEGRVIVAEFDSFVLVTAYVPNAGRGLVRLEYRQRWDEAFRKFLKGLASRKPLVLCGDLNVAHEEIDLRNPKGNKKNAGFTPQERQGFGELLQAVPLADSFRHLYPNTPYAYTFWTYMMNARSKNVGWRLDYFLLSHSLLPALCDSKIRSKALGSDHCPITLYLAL
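0.75 nM APE1 + cpd, 15 min RT; start w/ 50 nM TAMRA/BHQ-2 THF-abasic dsDNA; kinetic fluor 525/598 nm ×3 reads @60 s; Δ(read3−read1); normalized to DMSO and NSC13755 control wells.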
POLI inh – blocks human DNA polymerase iota activity. 1% of 390,000 active. Q9UNA4. Pol iota fluorescent replication assay, 10 min. Potency, µM (titrated, usually from 115 µM), for inactives: at the highest dose activity, negative = inhibition, hits mostly inhibitors; note: potency is the fitted concentration of half-maximal effect
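Fluorescent replication assay read twice, at 0 min and 10 min after adding 50 nM (final) substrate. Enzyme (10 nM) and compounds were first incubated 15 min at room temperature; enzyme-free buffer wells were negative controls.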
POLB inh – inhibitors of human DNA polymerase beta. Pol beta primer extension/strand displacement, fluorescence kinetic. Potency, µM (titrated, usually from 114 µM), inactives show at the top dose activity change, negative = inhibition, hits mostly inhibitors. 1.3% of 340,000 active; note: potency is the fitted concentration of half-maximal effect; % is set by controls: 0 for no effect and ±100 for the full control effect
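Homogeneous kinetic assay of primer extension and strand displacement by 10 nM Pol beta, preincubated 15 min at room temperature with compound before 50 nM substrate (final) was added. Read at 0 and 10 min; four-parameter Hill fit.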
Pol eta inh – DNA polymerase eta (human) inhibition; recombinant Pol eta, fluorescent DNA replication assay; Potency, µM (titrated, usually from 114 µM), without a hit: top-dose activity change, negative = inhibition, actives largely listed as inhibitors; 1.2% of 390,000 active; AID 588591; note: potency is the fitted concentration of half-maximal effect; % is set by controls: 0 for no effect and ±100 for the full control effect
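Pol eta (10 nM) was preincubated with compounds for 15 min at room temperature, after which fluorescent replication substrate (50 nM final) was added to start the reaction. Fluorescence was read kinetically at 0 and 10 min.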
Pol kappa inh – inhibitors of human DNA polymerase kappa; Q9UBT6; purified Pol kappa, fluorescent DNA synthesis assay, 10 min; Potency, µM (titrated, usually from 107 µM), inactives show at the top dose activity, negative = inhibition, actives largely listed as inhibitors; 0.53% of 400,000 active; AID 588579; note: potency is the fitted concentration of half-maximal effect; % is set by controls: 0 for no effect and ±100 for the full control effect
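Fluorescent qHTS in 1536-well format: enzyme (10 nM) and compound sat 15 min at room temperature before 50 nM substrate (final) was added. Signal taken at 0 and 10 min; no-enzyme buffer wells were negative controls.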
Glioma ERSR ind – inducers of ER stress response in human glioma cells; U87-MG GRP78 promoter luciferase reporter, 16 h; Potency, µM, without a hit: at the top dose activation, most hits filed as activators; 0.02% of 420,000 active; note: potency is the fitted concentration of half-maximal effect; series mostly up to about 76 µM; % of control where 0% means no effect; nearly all actives have a fitted effect of over 35% in size
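ERSR induction read as luciferase luminescence (Bright-Glo, 10 min at room temperature) in stably transfected human U87-MG glioma cells exposed to compounds for 16 h, using GRP78 as sensor.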
Anesthetic bind – binds horse apoferritin like a general anesthetic. apoferritin/1-aminoanthracene competitive binding, fluorescence. AID 485281. 0.074% of 350,000 active. Potency, µM (doses to about 77.5 µM), for inactives: top-dose activity change, negative = displacement, usual class: inhibitors. P02791; note: potency is the fitted concentration of half-maximal effect; % is set by controls: 0 for no effect and ±100 for the full control effect; nearly all actives have a fitted effect of over 20% in size
Target sequence (P02791 2-175 limits assumed): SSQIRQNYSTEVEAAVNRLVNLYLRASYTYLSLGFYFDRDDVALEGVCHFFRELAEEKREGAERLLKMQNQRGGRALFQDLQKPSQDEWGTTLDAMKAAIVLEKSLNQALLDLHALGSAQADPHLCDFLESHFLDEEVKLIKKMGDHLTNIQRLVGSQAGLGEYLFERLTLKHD
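Horse-spleen apoferritin (10 uM) in 50% saturated 1-aminoanthracene in PBS was incubated 10 min at room temperature with compound. Fluorescence (ex 380, em 535 nm) was normalized to free and bound 1-AMA, with concentration-response fitted by a four-parameter Hill equation.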
* marks the source's active call; other numbers are inactive results; u = inconclusive; x = no result given; & = joins results of further samples; [ ] = another dose, or the depositor's remark. Unless noted, calls come from the whole dose curve; as a rule, active = well fitted curve in the direction sought with a large enough effect; inconclusive = small, poorly fitted or top-dose-only effect, or another doubt; inactive = no such curve, though single readings can be large; an effect the other way counts as inactive or inconclusive. Only part of the results is shown; rates above refer to the full screens.

SMILES	LDHA inh	BLM inh	APEX1 inh	POLI inh	POLB inh	Pol eta inh	Pol kappa inh	Glioma ERSR ind	Anesthetic bind
COc1ccc(C(=O)C2CCN(CC(=O)Nc3cc(C)cc(C)c3)CC2)cc1	4	-6%	-14%	7%	31%	-19%	-5%	-4%	-12%
N#Cc1ccccc1NCC(=O)N1CCN(S(=O)(=O)c2ccccc2)CC1	-3	x	-16%	-10%	x	3%	0%	-4%	x
CC1Oc2ccccc2N(Cc2cccc(F)c2)C1=O (stereo unspecified)	-5	-4%	7%	-18%	-3%	-12%	-9%	0%	u
Cc1nn(-c2ccccc2)nc1CNC(=O)C1CCC1	2	-9%	2%	-1%	-23%	-2%	2%	-1%	-9%
O=C(CSc1c2c(nc3ccccc13)CCC2)N1CCCC1	-2	-5%	10%	3%	-24%	-12%	-2%	-5%	-13%
COCCN1Cc2cccc(C(=O)Nc3cc(C)cc(C)c3)c2C1=O	0	-7%	9%	35%	0%	-20%	-13%	-7%	-14%
N#Cc1ccc(-c2cccnc2)nc1SCC(N)=O	0	1%	11%	-17%	-22%	0%	7%	-5%	0%
O=C(CCn1c(=S)oc2ccccc21)NC1CCCCCCC1	-9	-3%	2%	2%	1%	0%	-7%	-1%	4%
Cc1ccc2nc(C)c(C(=O)N/N=C/c3cccs3)cc2c1	-5	-6%	31%[activator]	36%[activator]	4%	-2%	-7%	-3%	6%
COc1ccc(Cl)cc1NC(=O)CSC1=Nc2ccccc2C2=NC(CC(=O)NCc3cccs3)C(=O)N12 (stereo unspecified)	-19	-2%	x	37%[activator]	-2%	-6%	-8%	-1%	-7%
C=CCN(CC=C)C(=O)C1CCN(S(=O)(=O)c2ccc(-n3cnnn3)cc2)CC1	-2	-3%	22%	79%[activator]	20%	-12%	-21%	0%	-11%
COc1cccc(NC(=S)N2C3CCCC2CC(NC(=O)C2CC2)C3)c1 (stereo unspecified)	-3	-3%	-11%	32%[activator]	-4%	-2%	-20%	-6%	35%[activator]
Cc1nc2c(o1)C(=O)c1ccccc1C2=Nc1ccccc1	27	x	x	-7%	x	6%	-10%	-8%	x
CSc1ncc(Cl)c(C(=O)Nc2c(C(=O)Nc3cccc(C)c3)oc3ccccc23)n1	-8	0%	x	5%	-18%	-2%	-7%	0%	4%
NC(=O)c1ccc(-n2nnnc2SCC(=O)Nc2ccc(F)cc2)cc1	-9	-2%	-7%	14%	12%	6%	-34%	-4%	-9%
O=C(CSc1nnc(CNC(=O)c2ccc(F)cc2)o1)c1ccccc1	2	0%	23%	9%	5%	-16%	-4%	-3%	u
Cc1ccc(C)c(N2CCN(C(=O)c3cnc4c(-c5ccccc5)c(C)nn4c3C)CC2)c1	-1	-11%	x	6%	13%	-8%	0%	-2%	1%
c1cc(N2CCCCC2)nc(N2CCCCC2)n1	-2	x	x	41%[activator]	x	-12%	-8%	4%	x
COCCSc1nnc(NC(=O)C2CC(=O)N(CCc3ccc(F)cc3)C2)s1 (stereo unspecified)	-4	-2%	9%	40%[activator]	-2%	-19%	-8%	-2%	-3%
CCc1cc(C(=O)OC)c(NC(=O)CCC(=O)O)s1	-5	-3%	-2%	7%	2%	-12%	-4%	-3%	33%[activator]

The final four entries of the part before come first, to join the parts:
SMILES	LDHA inh	BLM inh	APEX1 inh	POLI inh	POLB inh	Pol eta inh	Pol kappa inh	Glioma ERSR ind	Anesthetic bind
Cc1ccc(C)c(N2CCN(C(=O)c3cnc4c(-c5ccccc5)c(C)nn4c3C)CC2)c1	-1	-11%	x	6%	13%	-8%	0%	-2%	1%
c1cc(N2CCCCC2)nc(N2CCCCC2)n1	-2	x	x	41%[activator]	x	-12%	-8%	4%	x
COCCSc1nnc(NC(=O)C2CC(=O)N(CCc3ccc(F)cc3)C2)s1 (stereo unspecified)	-4	-2%	9%	40%[activator]	-2%	-19%	-8%	-2%	-3%
CCc1cc(C(=O)OC)c(NC(=O)CCC(=O)O)s1	-5	-3%	-2%	7%	2%	-12%	-4%	-3%	33%[activator]
Cc1ccc(C)c(NC(=O)c2cc(S(=O)(=O)NCCc3ccccc3)ccc2F)c1	3	-7%	x	-5%	-7%	-24%	-7%[60.1 µM]	-2%	-7%
COc1ccc(NC(=O)Nc2ccc(F)cc2F)c(C)c1	-2	-5%	10%	-5%	29%	-24%	-8%	2%	-13%
C[C@H](CO)N1C[C@H](C)[C@@H](CN(C)S(=O)(=O)c2ccc(F)cc2)Oc2c(NC(=O)Nc3ccc(C(F)(F)F)cc3)cccc2C1=O	0	x	-17%	16%	x	-26%	-10%	0%	x
CC(NC(=O)c1ccco1)c1ccc2c(c1)OCCO2 (stereo unspecified)	-1	6%	23%	-6%	19%	-1%	2%	-3%	1%
O=C(CNC(=O)c1cc(Cl)nc2ccccc12)Nc1ccccc1Br	-3	x	16%	22%	x	-2%	-14%	-7%	x
COC(=O)c1ccccc1NC(=O)CC(=O)Nc1ccccc1C(=O)OC	-5	-1%	39%	-7%	-22%	-5%	-10%	-1%	-1%
O=C(Nc1nc2c(Br)cc(Br)cc2c(=O)s1)c1ccco1	2	-5%	-6%	-1%	1%	-8%	-6%	-3%	-6%
COc1cc(Cl)c(C)cc1NC(=O)CN1C(=O)C2CCCCC2C1=O (stereo unspecified)	-4	x	11%	8%	x	-16%	-3%	-7%	x
CC(C)(C)/C(O)=C/c1nc2cc(Cl)ccc2oc1=O	3	-2%	-7%	5%	4%	-7%	-19%	0%	2%
O=C(NCCCNC(=O)C(F)(F)C(F)F)C(F)(F)C(F)F	-1	-1%	1%	17%	4%	-9%	-4%	-6%	-7%
CC(=O)c1cc(OC(=O)c2ccncc2)ccc1OC(=O)c1ccncc1	1	-6%	1%	u	u	u	-21%	-1%	16%
O=C1Nc2ccc([N+](=O)[O-])cc2C1=Nc1cccc(CO)c1	29	-29%	u	7.9µM*	0%	20µM*	-18%	0%	-9%
CCSc1nnc(CCNS(=O)(=O)c2ccc(C(C)=O)cc2)n1C	2	0%	14%	59%[activator]	17%	9%	1%	1%	-7%
CCOC(=O)C1=C(CC)OC(N)=C(C#N)C1c1ccc(F)cc1F (stereo unspecified)	-10	-5%	-8%	-20%	-25%	-15%	-3%	-1%	-13%
O=c1[nH]cnc2scc(-c3ccc(F)cc3)c12	0&11	-1%	-5%	30%	16%	-12%	-14%	-6%	-15%
COc1ccccc1C(=O)Nc1ccc2c(c1)nc(CN1CCCCC1)n2C	1&4	-5%&-9%	1%	9%&1%	-28%&-29%	-10%&-7%	-9%&-8%	-2%&-3%	-12%&-9%
CC(=O)Nc1c(C)nn(-c2ccccc2)c1N1CCC(C(=O)NCc2ccccc2Cl)CC1	2	-2%	x	-8%	2%	-11%	-8%[60.1 µM]	-2%	-12%
CCOC(=O)c1c(N)n(-c2ccc(Cl)c(Cl)c2)c2nc3ccccc3nc12	-3	-7%	x	34%	21%	-15%	13%	-3%	5%
CCN(CC)S(=O)(=O)c1nnc(NC(=O)c2ccc(C)cc2)s1	-5	-6%	x	3%	11%	5%	0%	0%	-8%
Cc1cccc(C(=O)N/N=C/C(C)Cc2ccc3c(c2)OCO3)c1 (stereo unspecified)	8	-1%	2%	171%[activator]	0%	-19%	-2%	2%	-5%
Cc1nc(CS(=O)(=O)c2ccccn2)sc1C(=O)NNC(=O)c1c(F)cccc1Cl	-5	-4%	0%	-7%[58.9 µM]	4%	-4%	-1%	1%	0%
Cc1nnsc1C(=O)Nc1ccccc1Cl	-9	0%	-2%	-5%	4%	-6%	-9%	-1%	-10%
Cn1cc(S(=O)(=O)N2CCCC2)cc1C(=O)NCCc1ccccc1	-13	-1%	14%	-11%	20%	-4%	-11%	0%	-12%
c1ccc(-c2csc(-n3cnnn3)n2)cc1	-1	2%	-2%	6%	-21%	-10%	3%	-1%	u
O=C(c1ccccc1)N1CCCC(c2ccc(Cl)cc2)=N1	-4	-14%	-4%	11%	19%	1%	-5%	-2%	u
O=C(NCCCc1ccccc1)c1ccc(CS(=O)Cc2ccc(Cl)cc2)o1 (stereo unspecified)	-12	-2%	54%[activator]	13%	-8%	8%	2%	-2%	-16%
CC(C)Cn1c(N)c(C(=O)CCl)c(=O)n(C)c1=O	-3	-1%	1%	-8%	14%	3%	-6%	-2%	0%
CSc1nnc(C)c(=O)n1COC(=O)COc1ccc(F)cc1	-6	0%	7%	14%	3%	-10%	12%	-1%	-1%
O=C(O)Cc1cc(C(=O)Nc2ccc(Br)cc2)sc1-c1ccccc1	x	-1%	10%	x	4%	x	x	x	8%
Oc1ccc(Cl)cc1C1C=C(c2ccc3c(c2)OCO3)NC(c2c(F)cccc2Cl)N1 (stereo unspecified)	-1	x	x	u	x	x	-4%	-4%	x
O=C(c1ccc(-c2ccc(Cl)cc2)o1)N1CCN(c2ccc([N+](=O)[O-])cc2Cl)CC1	-6	-5%	-3%	u	2%	-16%	5%	-4%	-16%
COc1ccc(CN(CC(=O)NCCc2ccccc2)C(=O)CCC(=O)Nc2cc(C)ccn2)cc1	-6	-4%	-9%	131%[activator]	21%	-14%	-8%	-3%	-13%
COc1cc(/C=C2/C(=O)N(c3cccc(Br)c3)N=C2C)cc(OC)c1O	10	-10%	-4%	u	-1%	2%	-13%	0%	2%
CCN(CC)S(=O)(=O)c1ccc(NC(=O)c2c(C)oc3ncnc(N4CCCCC4)c23)cc1	-3	-4%	x	-28%	-15%	-1%	-4%	-2%	14%
CCCC(=O)c1ccc(O)cc1O	x	2%	-2%	x	-2%	x	x	x	2%
Cc1cc(O)c(C(C)C)cc1N=Cc1ccccc1[N+](=O)[O-]	44	x	x	20µM*	x	-23%	-6%	-1%	x
Cc1cc(/C=C2\SC(=O)NC2=O)c(C)n1-c1ccc(N2CCOCC2)cc1	1	-9%	10%	-11%	8%	-4%	5%	-2%	4%
